From PubChem
NR2E3 ag-1: agonists of human nuclear receptor NR2E3; GST-NR2E3/biotin-RetCOR TR-FRET, 1536-well; inhibition of corepressor binding, % at 4.78 µM; actives 0.12% (n = 320,000); AID 2300;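 active = percent inhibition above the cutoff of mean plus 3 SD of all tested compounds, set per screening campaign, cut at about 20% in these data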;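 note: 0% = DMSO wells and 100% = biotin wells as full block of FRET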
Target sequence (Q9Y5X4 whole entry, looked up): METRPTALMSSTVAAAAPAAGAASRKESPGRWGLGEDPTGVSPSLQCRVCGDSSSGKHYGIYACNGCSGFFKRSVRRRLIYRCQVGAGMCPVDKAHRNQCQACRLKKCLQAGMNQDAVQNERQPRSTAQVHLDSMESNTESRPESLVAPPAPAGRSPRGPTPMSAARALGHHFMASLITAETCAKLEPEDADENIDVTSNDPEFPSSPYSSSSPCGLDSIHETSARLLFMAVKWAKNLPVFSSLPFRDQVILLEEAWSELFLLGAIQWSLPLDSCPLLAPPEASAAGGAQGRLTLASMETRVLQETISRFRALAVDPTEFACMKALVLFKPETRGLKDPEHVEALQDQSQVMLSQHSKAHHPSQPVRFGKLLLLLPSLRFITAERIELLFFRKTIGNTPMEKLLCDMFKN
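system = GST-tagged NR2E3 plus biotinylated RetCOR corepressor | input = 1.35 nM GST-NR2E3 | also added = 7 nM biotin-RetCOR | schedule = 5 h incubation at 4 °C | measured by = TR-FRET with europium anti-GST and streptavidin-D2, 340 nm excitation | read-out = percent loss of FRET ratio relative to control wells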
m5-HT2A agonist: activates the mouse 5-HT2A serotonin receptor | P35363 | CHO-K1 mHTR2A beta-arrestin complementation, luminescence; percent of 30 µM serotonin response | activation, % at 7.6 µM | actives 0.66% (n = 360,000) | AID 624169;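 active = activation above a run cutoff, the mean activation of all tested compounds plus 3 SD, cut at about 14% in these data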;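 note: 0% = plate median of compound wells and 100% = 30 µM serotonin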
MITF TRPM1 inh: reduces MITF-dependent TRPM1 promoter luciferase signal | inhibition, % at 12.5 µM | AID 488899 | SK-MEL-5 TRPM1 promoter luciferase, 24 h | actives 0.83% (n = 330,000);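 active = mean inhibition across replicates of 60% or more, whatever share of single replicates reaches that level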; note: values of inactives mirror those of a sister screen read the other way
HIF-2a block: blocks HIF-2a reporter activity. actives 0.72% (n = 360,000). inhibition, % at 18.8 µM. 786-0 RCC cells HIF-2a reporter, luciferase luminescence, overnight;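 active = inhibition of the luminescence signal of 40% or more relative to plate controls, in a single-dose primary screen at 18.75 µM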
H9c2 protect: myocardial damage modulation in H9c2 cells; H9c2 cardiomyocytes, H2O2 injury protection, ATPLite, 2 h; protection from H2O2 cell death, % at 20 µM; actives 0.63% (n = 360,000); AID 588492;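 active = compounds giving at least 50% protection of heart cells from peroxide-induced death in the single-dose screen, raw or plate-pattern-corrected value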;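 note: 0% = DMSO wells with peroxide and 100% = DMSO wells without peroxide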
PDI inh: inhibitors of human protein disulfide isomerase; PDI insulin aggregation turbidity, A650, 90 min; inhibition, % at 10 µM; actives 0.052% (n = 350,000); AID 588391;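 active = mean inhibition across replicates of 30% or more, whatever share of single replicates reach that level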;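 note: absorbance from insulin aggregation driven by PDI reduction with DTT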
Target sequence (P07237 whole entry, looked up): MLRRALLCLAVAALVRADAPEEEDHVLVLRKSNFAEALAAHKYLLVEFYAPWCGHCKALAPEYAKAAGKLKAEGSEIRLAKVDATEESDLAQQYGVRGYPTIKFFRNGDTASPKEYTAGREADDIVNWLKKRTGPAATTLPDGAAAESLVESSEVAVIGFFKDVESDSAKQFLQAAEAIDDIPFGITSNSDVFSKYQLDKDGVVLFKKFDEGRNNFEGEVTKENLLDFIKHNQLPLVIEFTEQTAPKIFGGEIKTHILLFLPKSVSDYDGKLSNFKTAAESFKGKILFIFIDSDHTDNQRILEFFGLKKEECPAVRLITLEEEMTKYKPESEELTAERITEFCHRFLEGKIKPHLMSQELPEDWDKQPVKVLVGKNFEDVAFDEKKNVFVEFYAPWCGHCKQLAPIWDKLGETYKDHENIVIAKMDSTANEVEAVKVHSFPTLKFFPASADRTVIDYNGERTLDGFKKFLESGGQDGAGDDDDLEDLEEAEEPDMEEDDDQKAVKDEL
NR2E3 ag-2: human photoreceptor-specific nuclear receptor agonism; inhibition of corepressor binding, % at 3.98 µM; actives 0.35% (n = 360,000); AID 602229; CHO-S Gal4-NCOR/VP16-NR2E3 two-hybrid, luciferase;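 active = inhibition above the mean of all tested compounds plus 3 SD, cut at about 70% in these data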;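 note: 0% = DMSO with NR2E3 transfected cells and 100% = cells lacking NR2E3 construct; higher means lower luciferase signal from less NR2E3 corepressor binding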
iPSC survival up: enhancers of human iPSC single-cell survival; hiPSC single-cell survival, ATPlite luminescence; 100% = ROCK inhibitor wells, 0% = DMSO; survival enhancement, % at 20 µM; actives 0.044% (n = 360,000); AID 602274; in the data active = survival enhancement above about 18%;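 note: cells exposed to compounds for 16 hours before the ATP read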
Shn3 inh set2: Schnurri-3 reporter inhibition in Clone20 osteoblasts. Clone20 osteoblast Shn3 3'UTR firefly luciferase, 24 h. inhibition, % at 12.5 µM. actives 0.52% (n = 360,000). AID 588674;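 active = mean inhibition of at least 75% with every replicate also reaching 75%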;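 note: 0% = median of neutral control wells and 100% = pilot-screen positive control compound; some compounds past the cut are filed as inactive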
Peg3 promoter: reduces Peg3 promoter-driven luciferase expression in HeLa | HeLa PEG-Prom luciferase reporter, luminescence, overnight | actives 1.7% (n = 360,000) | inhibition, % at 20 µM;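 active = inhibition of at least 50% at 20 µM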
CaV13 FRET inh: Primary screen for inhibitors of IQ motif and Ca2+-dependent inactivation inhibitor domain binding in CACNA1D, Förster resonance energy transfer in living cells, … | HEK cells, CFP/YFP FRET ICDI-IQ, plate reader, 10 min; percent FRET-ratio fall versus neutral wells | inhibition, % at 12.3 µM | actives 0.098% (n = 340,000);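 active = mean replicate inhibition of at least 30% and at least 1% of replicates passing that level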;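 note: 0% = median of the neutral control wells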
* = called active by the depositor; . = no result given. An unsorted share of the library. Share with any hit: about 3.9%.

SMILES	NR2E3 ag-1	m5-HT2A agonist	MITF TRPM1 inh	HIF-2a block	H9c2 protect	PDI inh	NR2E3 ag-2	iPSC survival up	Shn3 inh set2	Peg3 promoter	CaV13 FRET inh
COc1ccc2cc(C3CC(c4ccco4)=NN3C(=O)CCC(=O)O)c(Cl)nc2c1 (stereo not drawn)	3	2	0	-1	8	-6	-29	-0.1	-2	-10	-18
CC(C)(C)C(=O)[C@H]1[C@H](c2ccccc2)[C@@]2(N=C(c3ccccc3)OC2=O)C2c3ccccc3C=NN21 (stereo partly drawn)	-4	-2	-13	-173	10	-4	-60	-0.3	-32	-91	-5
CC(=O)Nc1ccc(OCC(O)Cn2cnc3ccccc32)cc1 (stereo not drawn)	3	1	-5	2	0	-8	-10	2.8	1	-6	-3
Cc1cc(NC(=O)CSc2nc3ccccc3n2CC(=O)N2CCCCC2)no1	6	4	-1	5	3	19	-16	-2.7	6	8	-7
CC1(C)Cc2ccccc2C(=NCC(=O)O)N1	3	1	-8	10	4	-1	-7	-1.4	10	-1	4
COc1cc(N)ccc1Nc1c2ccccc2nc2ccccc12	.	-6	.	18	-6	.	-1	-1.7	38	103*	.
C(=NN1CCCCCC1)c1ccc2ccccc2n1	.	1	93*	87*	-22	-5	95*	-3.6	86*	91*	-6
CN(C)Cc1c[nH]c2nc[nH]c(=O)c12	.	5	-2	11	3	-1	-9	0.0	38	-5	-9
O=C(COC(=O)c1c(F)cccc1F)Nc1cccc(S(=O)(=O)N2CCCCC2)c1	.	1	.	1	-8	-4	-4	0.4	-13	8	-13
COc1ccccc1-c1nc(C#N)c(N2CCN(Cc3ccccc3)CC2)o1	2	-4	7	-55	-16	2	-30	-0.9	20	-20	.
Cc1ccc(S(=O)(=O)NNC(=O)c2ccccc2-n2cccc2)cc1	-1	1	1	14	5	12	-6	-0.2	4	-1	.
COc1ccccc1NC(=O)CSc1nnc(-c2ccc(NC(C)=O)cc2)n1C	0	0	1	21	-1	-7	-15	1.3	10	0	-8
COc1ccc(N2CCN(C(=O)CCS(=O)(=O)c3ccc4c(c3)NC(=O)CO4)CC2)cc1	-3	-4	3	10	3	-7	-12	-0.5	-4	19	-3
CCOc1cc(C2CC(=O)NC3=C2C(=O)C(C(=O)OC)C(C)C3)cc(Cl)c1O (stereo not drawn)	2	-2	-5	8	-1	2	3	1.2	2	3	-3
CCn1cc(C(=O)NCc2ccc(Cl)cc2)c(=O)c2cc(S(=O)(=O)N3CCOCC3)ccc21	0	-5	0	5	1	.	-6	-2.1	1	7	-11
CC(C)N(CCCNC(=O)CC1Oc2ccccc2NC1=O)Cc1ccccc1 (stereo not drawn)	1	0	2	5	8	0	-20	-1.3	-3	3	-15
Cc1cccc(N2CC(C(=O)OCC(=O)c3ccc(OC(=O)c4cccs4)cc3)CC2=O)c1C (stereo not drawn)	1	-4	-3	-8	-3	-9	11	5.6	-10	-23	-9
COc1ccc(-c2nc3ccc(C)cn3c2Cc2ccc(C)cc2)cc1OC	.	-3	.	-93	8	.	-13	-1.7	4	-9	-5
COc1ccc(S(=O)(=O)N(C)C[C@H]2Oc3c(NC(=O)C4CC4)cccc3C(=O)N([C@H](C)CO)C[C@@H]2C)cc1	.	5	6	13	9	-2	-6	-2.7	3	2	-6
O=S(=O)(/C=C/c1ccccc1)N1CCN(Cc2ccc3c(c2)OCO3)CC1	7	6	-1	6	-7	3	5	-0.1	-4	-9	3
Oc1ccccc1C1=NC(c2ccccc2)NC(c2ccccc2)C1 (stereo not drawn)	.	1	.	-34	-5	3	-32	-2.4	-23	-52	-8
CCc1ccc(C2=NN(CCC(=O)NCc3cccs3)C(=O)CC2)cc1	6	-1	2	-7	-8	3	14	-0.6	-16	-14	-16
CCOC(=O)c1cc(C#N)c(N2CCN(C(=O)c3cccc(C(F)(F)F)c3)CC2)nc1C(F)(F)F	1	2	42	21	-7	-13	50	-0.8	70	26	-5
CCOC(=O)C1CCCN(C(=O)CN2C(=O)NC(C)(c3ccc4ccccc4c3)C2=O)C1 (stereo not drawn)	0	-3	-11	13	16	-2	13	0.0	-17	7	-6
COc1ccc(CCN(C)CC(=O)Nc2c(C)cc(C)cc2C)cc1OC	2	0	-2	14	4	1	19	-0.3	-19	12	10
CCOc1ccccc1/C=C(/NC(=O)c1ccccc1)C(=O)N1CCCCC1	0	2	2	12	3	0	-7	0.2	-3	21	.
Cc1nc(N2CCN(c3ccccn3)CC2)c2c(C)c(C(=O)Nc3ccc(F)c(Cl)c3)sc2n1	1	13	-1	0	32	-6	-30	0.0	8	44	-7
Cc1ccc2nnnc(-c3ccccc3)c2c1	-3	1	-2	15	2	-3	-22	2.8	19	6	-5
COc1ccccc1NC(=O)C(=O)N/N=C(\C)CC(=O)Nc1ccc(OCc2ccccc2)cc1	-3	0	-36	-110	4	-11	-43	2.8	3	-82	.
O=C(Nc1ccc(Cl)cc1)c1ccc2nsnc2c1	2	-2	-67	-292	2	7	-139	0.0	-106	-311	-4
O=C(NCCCN1CCCC1=O)C1CCN(S(=O)(=O)c2cccc(C(F)(F)F)c2)CC1	-5	-6	2	5	-1	-6	-23	-0.3	-7	-13	.
C[C@@H]1CCCCO[C@H](CN(C)Cc2ccc(Cl)c(Cl)c2)[C@H](C)CN([C@@H](C)CO)C(=O)c2cc(NC(=O)Nc3ccc(F)cc3)ccc2O1	.	-1	.	-42	-16	6	2	-1.1	41	27	-4
CCC(C)C(=O)Nc1nc2c(s1)C(=O)CC(C)(C)C2 (stereo not drawn)	4	2	-15	-54	5	4	-11	-0.2	-3	-32	-6
O=C(Nc1cc(Cl)ccc1N1CCOCC1)c1ccc(=O)[nH]c1	.	0	-6	-2	5	0	-5	-0.8	-16	-8	-5
CSc1ccc(CN2CCC(C)(Oc3ccccc3)C2)cc1 (stereo not drawn)	.	-3	.	-3	2	-3	2	-0.8	-5	-8	-5
Cc1ccc(S(=O)(=O)Nc2ccc3c(c2)C(=O)N([C@H](C)CO)C[C@H](C)[C@@H](CN(C)Cc2ccc(-c4ccccc4)cc2)O3)cc1	.	2	-7	-14	0	-1	-6	-4.1	14	13	.
COC(=O)c1ccc(-c2csc(NC(=O)c3c(C)noc3C)n2)cc1	.	-1	-36	-58	2	12	-20	0.0	-34	-52	-2
COc1ccc(OC(C)C(=O)N2CC(C)OC(C)C2)cc1 (stereo not drawn)	1	1	11	3	1	2	3	-0.4	-7	8	-7
CC(C)(C)CN1CCNC(=O)C1CC(=O)N1CCC(C(=O)N2CCOCC2)CC1 (stereo not drawn)	3	2	-4	14	4	3	5	6.2	-6	0	-4
Cc1cc(Cl)n2c(nc3cc(F)c(F)cc32)c1C#N	.	0	98*	95*	-37	0	-32	4.3	96*	110*	-16

4 compounds already listed, sorted by the number in Shn3 inh set2, smallest number first.
structure | Shn3 inh set2
CCc1ccc(C2=NN(CCC(=O)NCc3cccs3)C(=O)CC2)cc1 | -16
CCC(C)C(=O)Nc1nc2c(s1)C(=O)CC(C)(C)C2 (stereo not drawn) | -3
Cc1ccc(S(=O)(=O)Nc2ccc3c(c2)C(=O)N([C@H](C)CO)C[C@H](C)[C@@H](CN(C)Cc2ccc(-c4ccccc4)cc2)O3)cc1 | 14
Cc1ccc2nnnc(-c3ccccc3)c2c1 | 19

(next part)
SMILES	NR2E3 ag-1	m5-HT2A agonist	MITF TRPM1 inh	HIF-2a block	H9c2 protect	PDI inh	NR2E3 ag-2	iPSC survival up	Shn3 inh set2	Peg3 promoter	CaV13 FRET inh
CCOc1cc(C(=O)Nc2nnc(C)s2)cc(OCC)c1OCC	-3	-3	.	10	11	.	-36	-0.8	-13	6	-3
COc1ccc(-c2cc(C(=O)Nc3cc(C)nn3-c3ccccc3)no2)cc1	2	-3	-9	-50	-4	-8	-4	-4.1	-45	-55	-4
O=[N+]([O-])c1ccc(C[n+]2cccc(O)c2)cc1	0	7	-1	1	-1	-2	1	2.9	-23	13	-8
CCCc1cc(=O)oc2cc(OCC(=O)N3CCC(C(N)=O)CC3)ccc12	1	-2	0	-14	2	.	-8	-0.6	-13	2	.
CCN1C(=O)[C@H]2[C@@H](c3ccc(C)cc3)N3C(=O)N(c4ccc(OC)cc4)C(=O)[C@@]3(CC)[C@H]2C1=O	3	7	-10	-101	-2	-2	-4	3.5	-54	-62	-5
COCCNC(=O)C1(C)Cc2c(-c3cccc(NC(C)=O)c3)ccnc2O1 (stereo not drawn)	.	5	.	11	2	4	-3	-1.9	-10	14	-7
COCCn1cnc2c(c1=O)c1nc3ccccc3nc1n2/N=C/c1ccco1	-2	-2	4	-2	26	3	-22	-0.8	-16	-1	0
C=CCn1c(-c2cnn(-c3ccccc3)c2N)n[nH]c1=S	0	10	-23	-42	-4	1	3	-0.7	-63	-18	-5
C=CCn1c(O)c2ccc(C(=O)N=NC(=O)COc3ccccc3F)cc2c1O	2	3	-9	-3	-1	0	-12	1.5	5	-7	-6
COc1cc(C(=O)NCCCNc2nc3c(C)cc(C)cc3cc2C#N)cc(OC)c1OC	0	-4	-11	6	6	-2	-30	0.0	2	-12	59*
COc1ccc(NS(=O)(=O)c2cc(NC(=O)C3CCCO3)ccc2N2CCCCC2)cc1 (stereo not drawn)	4	-12	0	17	4	5	-35	-1.6	-3	17	3
O=C1c2ccccc2C(=O)N1CC(O)COc1ccc(Cl)cc1 (stereo not drawn)	2	-2	-1	-68	2	-7	-43	0.7	3	-7	-4
O=C(CCNc1cccc(C(F)(F)F)c1)c1ccco1	1	-4	0	-65	3	-3	-25	-0.9	3	-2	-5
COc1ccc(-n2nnnc2-c2cnc(N3CCCC3)nc2C(F)(F)F)cc1	-1	-7	14	31	-11	-4	-8	-2.1	87*	34	-4
O=C(COc1cc2oc(=O)c3c(c2cc1Cl)CCC3)NCCCn1ccnc1	3	1	-4	-6	7	-3	-12	-0.2	13	-5	-2
CC(C)c1ccc(NC(=O)[C@H](Cc2c[nH]c3ccccc23)NC(=O)[C@@H]2Cc3ccccc3CN2)cc1	2	-3	7	-97	-4	.	-8	-0.9	-8	-41	.
CCCN1CCC(=O)N([C@H](COc2ccccc2)c2ccccc2)CC1	1	-4	3	6	2	-2	-22	-1.5	1	-12	-5
O=C(O)C1=C[C@@H](c2csc3ccccc23)C[C@@H](OCc2ccc(CO)cc2)O1	1	0	-9	0	0	0	2	-1.9	-28	-2	-14
Cc1[nH]n(C2=NCCS2)c(=O)c1N=Nc1ccccc1	1	-3	-17	-16	16	-5	-20	0.2	4	-61	-16
CCc1cc2cc(C(=O)Nc3ccccc3F)sc2s1	2	-10	-48	-351	-7	-4	-22	-0.9	-36	-311	-8
